FBW7 act = activators of human E3 ligase FBW7; Q969H0; AlphaScreen FBW7–phospho-cyclin E peptide binding, activator screen; normalized activity (activation), % at 26.1 µM; hit rate 0.13% among 650,000; AID 1259310; in the data active = normalized activity above about 1.9%;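 note: purified mutant Fbw7 with reduced substrate affinity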
TEAD-YAP inh = TEAD-YAP interaction inhibition | AID 1259422 | hit rate 1.4% among 640,000 | inhibition, % at 9.12 µM | HEK-TIYL cells, TEAD-Gal4/YAP UAS-luciferase luminescence; in the data active = inhibition above about 32%;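 note: 0% = median of test compound wells and 100% = reference inhibitor wells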
GPR151 ag = human GPR151 activation; PathHunter beta-arrestin GPR151 cells, luminescence; activation, % at 11.2 µM; hit rate 1% among 650,000; in the data active = activation above about 4.9%;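 note: 0% = median of compound wells and 100% = cells with positive control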
Target sequence (Q8TDV0 whole entry, looked up): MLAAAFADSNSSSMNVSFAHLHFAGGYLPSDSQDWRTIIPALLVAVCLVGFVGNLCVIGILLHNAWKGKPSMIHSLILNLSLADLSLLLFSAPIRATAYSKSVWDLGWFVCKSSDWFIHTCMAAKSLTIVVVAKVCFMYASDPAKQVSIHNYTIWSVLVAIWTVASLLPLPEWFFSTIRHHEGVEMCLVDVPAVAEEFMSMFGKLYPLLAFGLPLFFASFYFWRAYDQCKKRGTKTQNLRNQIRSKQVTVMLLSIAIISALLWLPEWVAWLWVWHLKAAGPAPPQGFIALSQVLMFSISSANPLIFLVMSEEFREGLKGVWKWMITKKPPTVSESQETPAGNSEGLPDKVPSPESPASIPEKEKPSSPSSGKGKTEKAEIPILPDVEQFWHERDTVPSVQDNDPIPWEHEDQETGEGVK
MITF inh = blocks human microphthalmia-associated transcription factor; O75030; AlphaScreen MITF homodimerization, bead proximity signal; inhibition, % at 2.6 µM; hit rate 0.91% among 650,000; in the data active = inhibition above about 50%;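 note: 0% = vehicle wells with protein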
Target sequence (O75030 whole entry, looked up): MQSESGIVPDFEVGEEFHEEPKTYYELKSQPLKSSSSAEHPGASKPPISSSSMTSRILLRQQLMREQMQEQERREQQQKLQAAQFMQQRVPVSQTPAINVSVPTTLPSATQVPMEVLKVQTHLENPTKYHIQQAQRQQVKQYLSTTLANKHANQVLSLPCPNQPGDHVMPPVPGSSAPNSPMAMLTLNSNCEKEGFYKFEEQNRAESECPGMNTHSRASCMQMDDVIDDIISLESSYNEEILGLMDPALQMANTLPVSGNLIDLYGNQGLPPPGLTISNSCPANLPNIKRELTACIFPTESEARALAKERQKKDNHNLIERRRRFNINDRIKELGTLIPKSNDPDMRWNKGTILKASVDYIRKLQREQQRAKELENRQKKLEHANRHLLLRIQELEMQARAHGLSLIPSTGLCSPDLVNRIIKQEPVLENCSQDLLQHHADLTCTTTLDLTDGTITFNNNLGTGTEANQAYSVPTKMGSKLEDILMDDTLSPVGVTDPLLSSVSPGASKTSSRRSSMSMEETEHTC
* = called active by the depositor; & = joins results of further samples; ! = not active in a repeat.

Labels used below – A = FBW7 act; B = TEAD-YAP inh; C = GPR151 ag; D = MITF inh
> Cc1ccc(S(=O)(=O)N2CCOCC2)cc1N/N=C(\C#N)c1nc2ccccc2s1
  A = 0.2	B = -2	C = 0.5	D = 0

> C=CCNC(=O)c1ccc(OC)c([N+](=O)[O-])c1
  A = -0.1	B = 0	C = -0.2	D = -5

> COc1ccc(-c2[nH]ncc2CN2CCC(=O)N(CC3CCCCC3)CC2)cc1
  A = -0.1	B = 9	C = -1.6	D = 6

> Cc1cc(Cl)ccc1N(CC(=O)NN=C1CCN(C)CC1)S(=O)(=O)c1ccccc1
  A = 0.0	B = -1	C = 0.8	D = 13

> COc1ccc(C[C@@H]2NC(=O)[C@H]3CN(C(=O)NC4CCCCC4)CCN3C2=O)cc1
  A = 0.6	B = 7	C = 0.6	D = 73*

> Fc1ccc(C2N(Cc3ccccc3)CCN2Cc2ccccc2)cc1
  A = -0.1	B = 20	C = -0.1	D = 2

> CC1(CCC(=O)O)N=C(c2ccccc2)C=[N+]1[O-] (stereo unspecified)
  A = 0.0	B = 8	C = 2.5	D = 5

> O=C(NCC1CCCN1S(=O)(=O)c1ccccc1)Nc1ccccc1 (stereo unspecified)
  A = 0.0	B = -4	C = 0.6	D = 7

> CCOc1c(Cl)cc(CNCc2ccccn2)cc1OC
  A = -0.8	B = -3	C = 0.3	D = 9

> COc1ccccc1C(=O)Nc1ccc(NC(=O)c2cccs2)cc1
  A = 0.0	B = -23	C = -0.4	D = 6

> O=P(c1ccccc1)(c1ccccc1)C1COCCO1 (stereo unspecified)
  A = 0.0	B = 8	C = -0.8	D = -1

> Cc1c(C(=O)NCc2ccccn2)oc2ccc(S(=O)(=O)N3CCCCC3)cc12
  A = -1.2	B = 2	C = -0.1	D = 8

> N#C/C(=C\c1cn(Cc2ccccc2Cl)c2ccccc12)c1nc2ccccc2[nH]1
  A = 0.9	B = 8	C = -0.9	D = 18

> CC(C)(C)P(=NC(=S)Nc1ccccc1)(N1CCOCC1)N1CCOCC1
  A = -0.1	B = 2	C = -1.6	D = 0

> CCOC(=O)c1c(NC(=O)Cn2nc(C)c([N+](=O)[O-])c2C)sc2c1CCC2
  A = -0.1	B = 6	C = 1.4	D = -3

(more compounds)
Labels used below – A = FBW7 act; B = TEAD-YAP inh; C = GPR151 ag; D = MITF inh
> COc1ccccc1NC(=O)C(N)=O
  A = 0.0	B = 5	C = 0.6	D = 11

> Cc1c(C(=O)Nc2cccc(F)c2)sc2nc(-c3ccccc3)cn12
  A = 0.6	B = -30	C = 0.7	D = -2

> CCOc1ccc(NC(=O)c2sc3[nH]c(=O)c(C(=O)O)cc3c2N)cc1
  A = -0.2	B = 9	C = 0.7	D = -13

> CN(C)c1ccc(/C=C2/SC(=Nc3ccccc3)N(CCc3ccccc3)C2=O)cc1
  A = 0.1	B = -3	C = -1.6	D = -14

> COc1ccc2c(c1)C1NC(=S)N(c3ccccc3)C(C)(O2)C1C(=O)N(C)C (stereo unspecified)
  A = 0.1	B = 9	C = 1.6	D = 1

> CCCCCCOc1cccc(NC(=O)CN2c3cccc4cccc(c34)S2(=O)=O)c1
  A = 0.1	B = 17	C = 2.1	D = 5

> NC(=O)CN1CCN(C(=O)c2ncoc2-c2cccc(Cl)c2)CC1
  A = 0.1	B = 2	C = -0.3	D = 7

> CCOC(=O)c1c(NC(=S)NC(=O)c2cccc(Cl)c2)sc2c1CCCC2
  A = -0.1	B = 5	C = -0.4	D = 4

> CC1(C)CC(NC(=O)C(=O)NC2CCCCC2)CC(C)(C)N1
  A = -0.1	B = -2	C = 0.2	D = -26

> O=C(Nc1ccc(-c2cccc(F)c2)cc1)C1CCCN(C(=O)c2ccoc2)C1 (stereo unspecified)
  A = -0.1	B = 1	C = -0.1	D = -8

> CN(C)c1nc2c(c(=O)[nH]c(=O)n2C)n1CC(O)COc1ccc(Cl)cc1 (stereo unspecified)
  A = 0.7	B = 17	C = -0.4	D = 24

> CCCn1c(SCC(=O)NC2CCCCC2)nnc1-c1ccncc1
  A = 0.1	B = 8	C = 2.3	D = 6

> CCc1ccc(C2(O)CC(C(F)(F)F)=NN2C(=O)c2ccncc2)cc1 (stereo unspecified)
  A = -0.1	B = 5	C = 0.7	D = -3

> COc1ccc(-c2cc3c(=O)n(CC(=O)N4CCN(C)CC4)ncn3n2)cc1
  A = 0.0	B = -7	C = -0.9	D = 6

> COC(=O)c1ccc(C2C3=C(Nc4nnnn42)c2ccccc2OC3)cc1 (stereo unspecified)
  A = -0.1	B = 1	C = -0.4	D = 0

The list goes on.
Labels used below – A = FBW7 act; B = TEAD-YAP inh; C = GPR151 ag; D = MITF inh
> COc1cc(-c2cn[nH]c2)ccc1C(=O)NCC1COc2ccccc2C1 (stereo unspecified)
  A = -0.2	B = -22	C = -0.5	D = 2

> CCOC(=O)N1CCN(C(=O)CN(c2cc(Cl)ccc2OC)S(=O)(=O)c2ccc(C)cc2)CC1
  A = -0.1	B = 6	C = 0.3	D = -13

> COc1cc(NC(=O)c2cncc(-c3ccc(C(=O)N4CCN(C)CC4)cc3)c2)cc(OC)c1OC
  A = -0.1	B = 4	C = 2.2	D = 1

> Cn1c(=NC(=O)c2cc3c(ccc4ccccc43)oc2=O)sc2cc(F)ccc21
  A = 0.0	B = 5	C = 0.4	D = 5

> CCc1ccc2oc(-c3ccc(NC(=O)c4cc(Br)ccc4Cl)cc3)nc2c1
  A = -0.1	B = -1	C = 0.7	D = -1

> CN1CCN(CCOc2cccc([N+](=O)[O-])c2)CC1
  A = 0.0	B = 8	C = 0.2	D = 3

> O=C(N/N=C\c1cccc(Oc2ccccc2)c1)c1cnccn1
  A = 0.3	B = -5	C = -0.1	D = 15

> O=C(NCc1cccnc1)c1ccc(Br)c(S(=O)(=O)N2CCCCC2)c1
  A = 0.0	B = 9	C = 1.7	D = 1

> Cc1oc(-c2ccc(Cl)cc2)nc1CS(=O)CC(=O)NC1CCCCC1 (stereo unspecified)
  A = 0.4	B = -3	C = 8.3*	D = 12

> Cc1cccc(NC(=O)CN2C(=O)/C(=C3\SC(=S)NC3=O)c3ccccc32)c1
  A = -0.2	B = 1	C = -0.2	D = 9

> O=C(CSc1ncccc1C(=O)O)Nc1ccc(S(=O)(=O)NC2CCCC2)cc1
  A = -0.1	B = -1	C = 0.3	D = -7

> CC(C)c1ccc(Nc2nccn3c(-c4cccc(O)c4)cnc23)cc1
  A = -0.5	B = -4	C = -1.2	D = -6

> Cc1ccc(C(=O)Nc2cc([N+](=O)[O-])ccc2C)c(C)c1
  A = -0.1	B = -5	C = -1.3	D = 3

> Cn1nccc1Nc1cc(C(=O)NCCCN2CCCC2=O)ccn1
  A = 0.2	B = -8	C = -0.4	D = 13

> COC(=O)c1ccccc1S(=O)(=O)C1CCN(CC(=O)c2cccc(OC)c2)CC1
  A = -0.2	B = -7	C = -0.5	D = -8

The list continues.
Labels used below – A = FBW7 act; B = TEAD-YAP inh; C = GPR151 ag; D = MITF inh
> CC(Nc1ccc(Cl)cc1[N+](=O)[O-])C12CC3CC(CC(C3)C1)C2 (stereo unspecified)
  A = -0.2	B = 0	C = -0.4	D = -9

> CN1CCN(C(=O)c2cn(C)c3ccc(S(=O)(=O)N4CCOCC4)cc3c2=O)CC1
  A = 0.2	B = -6	C = -0.3	D = 3

> COc1ccc(C2C3(C#N)C(N)=NC4(OCCO4)C23C#N)cc1OC (stereo unspecified)
  A = -0.2	B = -1	C = -0.2	D = 9

> CC(=O)C12c3ccccc3C(c3ccccc31)C1C(=O)N(c3ccc(C(=O)O)cc3)C(=O)C12 (stereo unspecified)
  A = 0.0	B = -1	C = 3.7	D = 23

> O=C(Nc1nccs1)c1cc2cc([N+](=O)[O-])ccc2oc1=Nc1ccc(F)cc1
  A = 0.0	B = -8	C = -1.3	D = -6

> CN1CCNC(=O)C1CC(=O)NCCCCCN1CCOCC1 (stereo unspecified)
  A = 0.0	B = -1	C = -0.7	D = 0

> O=C(CSc1nnnn1Cc1ccccc1)c1ccccc1
  A = -0.1	B = -23	C = 0.5	D = 0

> CC(=O)C(C)Oc1ccc2c(-c3cccc([N+](=O)[O-])c3)cc(=O)oc2c1 (stereo unspecified)
  A = 0.0	B = 11	C = -0.6	D = 7

> COc1ccc2nc(NC(=O)Cn3ncc4c(=O)oc5ccccc5c43)sc2c1
  A = 0.0	B = 0	C = -1.1	D = -8

> COc1cccc2c1OC1(CCN(C(=O)NC3CCCCC3)CC1)OC2
  A = -0.1	B = -6	C = 1.0	D = -5

> Fc1cc(N2CCCCCC2)nc(N2CCCCCC2)n1
  A = 0.1	B = 3	C = 0.7	D = -4

> Cc1cc(C(=O)Nc2cccnc2Cl)no1
  A = -0.1	B = -15	C = -0.4	D = 2

> Cc1ccccc1-c1nc2cc(NC(=O)c3ccco3)ccc2o1
  A = -0.1	B = -51	C = -1.1	D = 3

> C=C(C)CNC(=S)Nc1sc2c(c1C(=O)OCC)CCCCC2
  A = 0.1	B = 2	C = -0.8	D = 12

> O=C(Nc1ccccc1C(=O)NC1CCCCC1)c1ccc(F)cc1
  A = 0.4	B = 13	C = 0.5	D = 12

Some of these compounds in order of SMILES length, descending:
Labels used below – A = FBW7 act; B = TEAD-YAP inh; C = GPR151 ag; D = MITF inh
> O=C(NCc1cccnc1)c1ccc(Br)c(S(=O)(=O)N2CCCCC2)c1
  A = 0.0	B = 9	C = 1.7	D = 1

> Cc1ccc(C(=O)Nc2cc([N+](=O)[O-])ccc2C)c(C)c1
  A = -0.1	B = -5	C = -1.3	D = 3

> O=C(Nc1ccccc1C(=O)NC1CCCCC1)c1ccc(F)cc1
  A = 0.4	B = 13	C = 0.5	D = 12

> CN1CCNC(=O)C1CC(=O)NCCCCCN1CCOCC1 (stereo unspecified)
  A = 0.0	B = -1	C = -0.7	D = 0

> O=C(CSc1nnnn1Cc1ccccc1)c1ccccc1
  A = -0.1	B = -23	C = 0.5	D = 0

> Cc1cc(C(=O)Nc2cccnc2Cl)no1
  A = -0.1	B = -15	C = -0.4	D = 2

(continued)
Labels used below – A = FBW7 act; B = TEAD-YAP inh; C = GPR151 ag; D = MITF inh
> CCOc1ccc2nc(SCC(=O)Nc3ccc(O)c(C(=O)O)c3)[nH]c2c1
  A = 0.3	B = 5	C = 0.2	D = -14

> O=c1c(C=NCc2ccccc2)c(O)n(-c2ccccc2)c(=S)n1-c1ccccc1
  A = -0.1	B = 5	C = 1.7	D = 0

> CCOc1cc(/C=N/NC(=O)C(C)Sc2ccccn2)ccc1O (stereo unspecified)
  A = 0.1	B = 8	C = -0.6	D = -13

> CCC1CCCCN1C(=O)c1nn2c(C(F)(F)F)cc(-c3ccco3)nc2c1Cl (stereo unspecified)
  A = 0.2	B = 8	C = -0.1	D = 5

> Clc1ccc2c(c1)CCc1cccnc1C2=C1CCNCC1
  A = -0.2&-0.2&0.7&0.1&-0.2	B = -16&-11&-9&-11	C = 7.8*!	D = 6&-6&8&13&-3

> COc1ccc(CC(=O)Nc2ccc(S(=O)(=O)N3CCCCC3)cc2)cc1
  A = 0.2	B = -4	C = 1.0	D = 31

> O=C(CN1CCOCC1)NN1CC(=O)N(c2ccccc2)CC1=O
  A = 0.1	B = 3	C = 4.6	D = -11

> COc1ccccc1-c1nc(C(N)=O)c2[nH]c(=O)n(C3CCCCC3)c2n1
  A = -0.2	B = -7	C = -0.2	D = -1

> CCOc1ccc(-n2cc(-c3ccccc3)c3c(NC(C)C)ncnc32)cc1
  A = -0.1	B = 0	C = 0.2	D = -5

> COc1ccccc1C(=O)NC(=S)NNC(=O)c1ccccc1C
  A = -0.2	B = -8	C = -0.1	D = 17

> CN1CCC(N(C)Cc2ccc(Cl)c(Cl)c2)CC1
  A = -0.1	B = 8	C = 0.2	D = 42

> CCCNC(=O)c1cccc(-c2csc3ccccc23)n1
  A = 0.1	B = 2	C = 4.6	D = 7

Compound activity deposited in PubChem BioAssay by The Scripps Research Institute Molecular Screening Center.
